Screening data from PubChem.
EWS-Fli block: blocks EWS/Fli oncoprotein-driven transcription; A673 NR0B1-luciferase reporter, viability-normalised; inhibition, % at 12.6 µM; 350,000 tested, 0.67% active; AID 651661;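 active means mean inhibition of at least 50% after viability correction, with every replicate also passing that limit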;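 further: firefly luciferase signal divided by Alamar Blue viability fluorescence both relative to DMSO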
XiGFP reactiv: X-chromosome reactivation activator; 360,000 tested, 0.055% active; XiGFP mouse fibroblasts, % GFP-positive cells imaging, 3 d; cells co-treated with 5-aza-dC sensitizer; scaled so ellipticine positive control = 100%; AID 743238; activation, % at 7.58 µM;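 active means mean normalized replicate activation at least 10% and every replicate at or above 10%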;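 further: 0% = median of on-plate neutral control wells and 100% = ellipticine 6 µM median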
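System: XiGFP fibroblasts, SV40-immortalized. Medium: DMEM plus 5-aza-dC sensitizer. Doses: single point. Timing: 3 d treatment, 15 min room-temperature fixation. Control set: ellipticine 6 µM.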
RAD52 anneal inh: inhibitors of human RAD52 DNA annealing. 360,000 tested, 0.46% active. inhibition, % at 18.7 µM. P43351. AID 651710. recombinant RAD52 DNA annealing, FRET fluorescence;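 active means every replicate showing at least 50% inhibition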
Target sequence (P43351 whole entry, looked up): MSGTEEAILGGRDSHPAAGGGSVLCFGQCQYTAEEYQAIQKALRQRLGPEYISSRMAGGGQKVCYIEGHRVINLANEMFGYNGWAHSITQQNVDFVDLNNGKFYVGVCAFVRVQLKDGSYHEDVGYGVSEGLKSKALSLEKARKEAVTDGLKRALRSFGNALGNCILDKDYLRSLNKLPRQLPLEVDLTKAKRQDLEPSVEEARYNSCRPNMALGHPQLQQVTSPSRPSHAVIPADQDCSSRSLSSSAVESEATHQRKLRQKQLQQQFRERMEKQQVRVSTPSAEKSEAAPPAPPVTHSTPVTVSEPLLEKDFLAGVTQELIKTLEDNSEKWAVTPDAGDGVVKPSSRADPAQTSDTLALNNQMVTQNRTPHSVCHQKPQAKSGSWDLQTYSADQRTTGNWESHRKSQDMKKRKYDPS
FN deposit inh: fibronectin deposition inhibition; 350,000 tested, 0.086% active; inhibition, % at 12.6 µM; AH1F fibroblasts, Alexa488-fibronectin deposition fluorescence, overnight;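 active means mean inhibition across replicates of 30% or more, regardless of how many single replicates reach that level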;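 further: positive control wells lacked labelled fibronectin entirely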
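Material: AH1F fibroblasts assembling fluorescent fibronectin matrix; amount: 10000 AH1F cells/well; medium: DMEM, 2% serum; reagent: Alexa488-fibronectin, 24 nM final in well; dosing: single compound dose, delivered by pin transfer; incubation: 1 h adhesion, overnight exposure; detection: fluorescence after three HBSS washes, excitation 485 nm, emission 525 nm; measure: fibronectin deposition inhibition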
E-sel inducer: E-selectin induction on HUVECs; HUVEC E-selectin immunofluorescence imaging; normalized: neutral wells 0, TNF-alpha wells 100; 260,000 tested, 0.37% active; P16581; activation, % at 7.58 µM; AID 686992;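 active means mean E-selectin-positive cell signal at least 10% of the positive control, reached in at least 60% of replicates, without over 20% cell loss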;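 further: in these data hits start at about 27%; measured in HUVEC primary endothelial cells; signal is the percent of cells scored E-selectin positive by PE staining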
Target sequence (P16581 whole entry, looked up): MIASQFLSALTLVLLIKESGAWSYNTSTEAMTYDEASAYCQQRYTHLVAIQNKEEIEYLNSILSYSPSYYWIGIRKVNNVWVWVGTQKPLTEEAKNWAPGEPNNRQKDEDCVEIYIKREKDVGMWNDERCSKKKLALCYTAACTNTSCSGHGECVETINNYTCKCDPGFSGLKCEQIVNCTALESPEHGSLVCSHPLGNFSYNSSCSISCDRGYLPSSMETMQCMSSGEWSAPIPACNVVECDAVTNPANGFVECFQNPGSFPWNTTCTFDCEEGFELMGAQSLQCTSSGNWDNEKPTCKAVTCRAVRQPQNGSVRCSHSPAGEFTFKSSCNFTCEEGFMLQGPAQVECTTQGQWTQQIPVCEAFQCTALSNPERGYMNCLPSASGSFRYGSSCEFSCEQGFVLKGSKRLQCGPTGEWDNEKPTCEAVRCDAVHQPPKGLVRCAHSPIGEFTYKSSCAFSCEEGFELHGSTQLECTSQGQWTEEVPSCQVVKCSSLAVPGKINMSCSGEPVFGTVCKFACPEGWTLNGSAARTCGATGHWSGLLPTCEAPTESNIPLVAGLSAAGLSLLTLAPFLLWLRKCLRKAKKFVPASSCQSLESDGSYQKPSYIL
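Assay system: HUVEC, human umbilical vein endothelial cells / Amount: 3,000 HUVEC/well / Controls: TNF-alpha positive control, DMSO neutral control / Compound dosing: single concentration / Medium: EGM-2 over gelatin coat / Evaluation: percent E-selectin-positive cells / Signal: immunofluorescence imaging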
esBAF inh: blocks esBAF chromatin remodeling in mouse ES cells | reporter increase, % at 12.5 µM | AID 602393 | Bmi1-luciferase knock-in reporter, 24 h; 100% = twice the neutral-well signal | 350,000 tested, 2% active; in the data active means activation above about 40%;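 further: 0% = median of the plate's neutral control wells and 100% = double that signal; a rise in the Bmi1 reporter signal indicates esBAF inhibition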
S100A4 inh HTS: inhibitors of human S100A4 binding to myosin IIA peptide | 360,000 tested, 0.14% active | P26447 | AID 652163 | S100A4/TAMRA-MyoIIA peptide fluorescence polarization | inhibition, % at 10.7 µM;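 active means mean inhibition of at least 70% across replicates, with every replicate also reaching that level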
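Assay system: human S100A4 monomer with TAMRA-labelled myosin IIA peptide / Buffer or medium: Calcium-containing HEPES buffer, pH 7.2 / Reagent: TAMRA-labelled myosin IIA heavy-chain peptide probe, 5 nM / Compound: one dose per compound / Timing: polarization read 5 min after assay mix addition, stable 5–60 min / Benchmarks: neutral control DMSO, positive control TFP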
RAD54 inh: RAD54 (human) branch migration inhibition; Q92698; 360,000 tested, 0.14% active; AID 602329; RAD54 Holliday junction branch migration, FAM/BHQ fluorescence; inhibition, % at 10.4 µM;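 active means mean normalized replicate activity at least 40 and at least half of replicates scoring 40 or more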;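 further: 0% = median of neutral control wells and 100% = median of positive control wells; inhibitors cause a drop in the FAM fluorescence signal; in these data hits start at about 50%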
Active calls of the source: *; x = not tested or not shown.

nr	structure	EWS-Fli block	XiGFP reactiv	RAD52 anneal inh	FN deposit inh	E-sel inducer	esBAF inh	S100A4 inh HTS	RAD54 inh
1	O=C1/C(=C/c2cccc([N+](=O)[O-])c2)Oc2cc(O)ccc21	-28	0.1	-18	5	0.5	-1	-3	0
2	CC1(C)CC(=O)C(C(C2=C(O)CC(C)(C)CC2=O)c2ccc([N+](=O)[O-])cc2)C(=O)C1 (configuration not stated)	-1	0.1	-10	-2	x	x	-1	x
3	COc1ccc(C(=O)NC(=S)Nc2cc3oc4ccccc4c3cc2OC)cc1	11	0.2	-8	6	x	x	-3	x
4	CCOC(=O)[C@H]1[C@H]2COc3ccc(C)cc3[C@@H]2N2C(=O)CN(Cc3ccc(Cl)cc3)C(=O)[C@@]12C	11	0.4	2	3	-0.1	-1	-1	6
5	C[C@@H]1CN([C@H](C)CO)C(=O)c2cccc(NC(=O)c3cnccn3)c2O[C@@H]1CN(C)C(=O)NC1CCCCC1	-6	0.0	x	5	0.2	-2	x	x
6	CC(=O)NCCC(=O)Nc1nc(-c2c[nH]c3ccccc23)cs1	-3	0.1	-3	2	x	2	1	-7
7	O=C1CNC[C@@H]2[C@H](c3ccc(-c4ccccc4F)cc3)[C@@H](CO)N12	-9	0.0	-37	4	0.2	x	-16	x
8	CO[C@H](CN(C)Cc1cc(F)ccc1F)[C@@H](C)CN(C(=O)Nc1ccc(C(F)(F)F)cc1)[C@H](C)CO	0	0.0	-5	-5	0.5	-4	-8	1
9	COc1ccccc1-n1cc2c([N+](=O)[O-])cc([N+](=O)[O-])cc2n1	-10	-0.1	-16	4	0.1	-4	1	-2
10	C[C@H]1CN([C@@H](C)CO)C(=O)c2cc(-c3cccc(F)c3)cnc2O[C@@H]1CN(C)Cc1cncnc1	-6	-1.0	1	2	-0.1	-6	-2	11
11	CN(C)S(=O)(=O)Oc1ccc(C(=O)Nc2cccc(Cl)c2)cc1	-82	0.2	5	x	x	x	-3	x
12	COc1cc2[nH]c(-c3ccc(C)cc3)cc(=O)c2cc1OC	-53	-0.1	-9	0	0.6	36	2	0
13	CCc1cccc(NC(=O)CSc2nc(C)cs2)c1	2	0.1	2	-4	-2.2	82*	7	5
14	Cc1cc(/C=C2/NC(=O)N(Cc3ccccc3F)C2=O)c(C)n1C(C)C	-22	0.0	-14	-5	-0.1	x	-5	x
15	CCC(CC)NC(=O)COC(=O)CCC(=O)c1cccs1	-24	0.2	-12	9	0.3	x	4	x
16	CN1CCN(C(=O)C[C@@H]2CC[C@H](NS(=O)(=O)c3cccc(F)c3)[C@@H](CO)O2)CC1	2	1.0	-13	-12	0.3	-4	1	7

Compounds from the list above with a Cl atom:
nr	structure	EWS-Fli block	XiGFP reactiv	RAD52 anneal inh	FN deposit inh	E-sel inducer	esBAF inh	S100A4 inh HTS	RAD54 inh
4	CCOC(=O)[C@H]1[C@H]2COc3ccc(C)cc3[C@@H]2N2C(=O)CN(Cc3ccc(Cl)cc3)C(=O)[C@@]12C	11	0.4	2	3	-0.1	-1	-1	6
11	CN(C)S(=O)(=O)Oc1ccc(C(=O)Nc2cccc(Cl)c2)cc1	-82	0.2	5	x	x	x	-3	x

Some of the entries above, set out differently.
10. C[C@H]1CN([C@@H](C)CO)C(=O)c2cc(-c3cccc(F)c3)cnc2O[C@@H]1CN(C)Cc1cncnc1
- EWS-Fli block = -6
- XiGFP reactiv = -1.0
- RAD52 anneal inh = 1
- FN deposit inh = 2
- E-sel inducer = -0.1
- esBAF inh = -6
- S100A4 inh HTS = -2
- RAD54 inh = 11

11. CN(C)S(=O)(=O)Oc1ccc(C(=O)Nc2cccc(Cl)c2)cc1
- EWS-Fli block = -82
- XiGFP reactiv = 0.2
- RAD52 anneal inh = 5
- FN deposit inh = x
- E-sel inducer = x
- esBAF inh = x
- S100A4 inh HTS = -3
- RAD54 inh = x

Remaining list, next part
nr	structure	EWS-Fli block	XiGFP reactiv	RAD52 anneal inh	FN deposit inh	E-sel inducer	esBAF inh	S100A4 inh HTS	RAD54 inh
17	CCCOc1ccc(CN(C(=O)c2cccc(OC)c2)C2CCS(=O)(=O)C2)cc1 (configuration not stated)	0	0.1	-15	-1	x	-3	-13	-2
18	O=C(Nc1ccc2c(c1)[C@@H]1C[C@H](CC(=O)N3CCc4ccccc4C3)O[C@@H](CO)[C@@H]1O2)C1CCC1	7	0.2	7	-3	-0.2	5	0	-3
19	O=C(NC1CCCC1)C(=O)N(c1ccccc1F)C(C(=O)NCC1CCCO1)c1cccs1 (configuration not stated)	-6	0.5	-3	x	x	-1	1	-9
20	CC1CC(C)CN(S(=O)(=O)CCNC(=O)c2ccc3c(c2)OCO3)C1 (configuration not stated)	-4	0.0	-13	3	-0.5	-5	-2	-11
21	CN(C)C(=O)[C@@H]1[C@@H](CO)[C@@H]2Cn3c(ccc(C4=CCCCC4)c3=O)[C@@H]2N1CC1CC1	-2	0.7	-12	x	-0.3	-5	1	-3
22	COc1ccc(CN2[C@@H](CO)[C@@H]3c4ccccc4N(C(=O)Nc4ccc(F)cc4)C[C@@H]32)cc1	-4	0.0	-13	x	0.2	13	-44	0
23	O=C(COC(=O)C1CCCCC1)NCCc1ccccc1	12	0.4	-5	3	0.2	x	-1	x
24	Cc1ccccc1S(=O)(=O)Nc1ccc2c(c1)C(=O)N(C)[C@@H]1CC[C@@H](CC(=O)O)O[C@@H]1CO2	2	0.0	x	3	-0.1	2	x	x
25	C[C@H](CO)N1C[C@H](C)[C@H](CN(C)Cc2ccc(C(=O)Nc3ccccc3N)cc2)OCc2cn(nn2)CCCC1=O	17	-0.6	16	-1	-0.1	-4	15	15
26	Cc1ccc2oc(=O)n(CCOc3ccccc3)c2c1	-1	0.0	-25	-2	-0.5	x	-1	x
27	CCCCn1c(N)c(N(CCC(C)C)C(=O)C2CCCC2)c(=O)[nH]c1=O	-4	-0.1	-4	-3	x	2	51	0
28	COc1ccc(Cl)cc1S(=O)(=O)N1CCN=C1C	6	0.0	-7	-2	1.0	-3	-2	4
29	O=C(COC(=O)c1cc[n+]([O-])cc1)NC(=O)c1ccc(OC(F)F)cc1	7	-0.1	-22	5	-1.7	0	-7	-10
30	Cc1noc(C)c1COc1ccccc1C(=O)N(C)Cc1ccc(F)cc1	-2	0.2	-4	-2	-3.7	-2	-10	-5
31	COc1ccccc1C(C(=O)c1ccccc1)c1ccc2ccccc2c1 (configuration not stated)	-1	0.1	-20	x	0.1	x	38	x
32	CN(C)S(=O)(=O)c1ccc(NC(=O)CN2C(=O)NC(Cc3ccccc3)C2=O)cc1 (configuration not stated)	-1	-0.5	-3	-6	x	4	0	6
33	NC(=O)c1ncn([C@@H]2O[C@H](CNCc3cnc(N4CCOCC4)nc3)[C@@H](O)[C@H]2O)n1	-2	0.0	-12	2	0.7	0	-1	-8
34	COc1ccc(NS(=O)(=O)c2ccc(F)cc2F)cn1	4	0.2	-25	4	-0.1	-3	3	-5
35	C/C(=N\NC(=O)c1cc(C)oc1C)c1ccc(N2CCOCC2)cc1	-8	-0.1	-19	x	x	x	-1	x
36	Cc1cccc(/C(N)=N/OC(=O)c2ccoc2C)c1	-106	0.1	-4	5	0.1	36	0	15
37	COc1ccc(C)cc1S(=O)(=O)N1CCCC(C(=O)NCc2ccccn2)C1 (configuration not stated)	x	-0.1	-9	3	-0.3	-1	-3	-1
38	Cc1cc(=O)[nH]c(NCc2ccccc2)n1	6	-0.1	-10	5	x	x	0	x
39	COc1ccccc1N1C(=O)C(=O)N(C)C1=O	10	0.2	3	0	3.0	x	-6	x
40	O=C(CSc1nc2c([nH]c3ccccc32)c(=O)n1-c1ccccc1)NCC1CCCO1 (configuration not stated)	11	0.0	-11	2	1.3	x	-4	-4
41	CC(C)COc1ccc(Cc2cnc(N)nc2N)cc1	x	x	x	-1	x	7	-11	0
42	Cc1oc(-c2ccccc2F)nc1CS(=O)(=O)CC(=O)NCCN(C)C1CCCCC1	-3	0.0	-14	-4	x	7	-4	7
43	CCCC(O)(CCC)C(=O)NNc1ccc(C)cc1	-6	0.0	-10	-22	4.3	x	-1	x
44	CC(C)NC(=O)N(C)C[C@@H]1OCCCC[C@@H](C)Oc2ccc(NC(=O)NC3CCCCC3)cc2C(=O)N([C@@H](C)CO)C[C@H]1C	-9	0.4	16	-9	0.0	0	0	-3
45	CN(c1ccc(C(=O)Nc2ccc(CC#N)cc2)cc1)S(C)(=O)=O	-19	-0.6	-6	14	4.8	x	-4	x
46	CSc1nnc(-c2ccncc2)n1/N=C/c1cn(-c2ccccc2)nc1-c1ccc(Cl)cc1	-21	0.1	-11	-13	-0.3	-7	1	x
47	C[C@@H]1CCCCO[C@H](CN(C)Cc2ccc3c(c2)OCO3)[C@@H](C)CN([C@@H](C)CO)C(=O)c2cc(NS(C)(=O)=O)ccc2O1	-8	0.3	19	x	-0.2	-23	4	1
48	COc1ccc(C2/C=C\CN(S(=O)(=O)c3ccc4ccccc4c3)CC(=O)N2Cc2ccc(F)cc2)cc1 (configuration not stated)	0	-0.2	-4	-7	0.0	3	2	6
49	CC(C(=O)NCc1ccccc1Cl)n1cc([N+](=O)[O-])cn1 (configuration not stated)	-4	0.0	-15	-9	x	-4	-1	-7
50	CCC(C)NC(=O)C1c2ccccc2C(=O)N1Cc1ccccc1 (configuration not stated)	5	0.0	-15	0	-0.3	-5	-5	4
51	Cc1ccccc1C(=O)N1CCc2ccccc2C1	-9	x	-11	x	x	26	-1	13
52	Cc1ccc(C(=O)C(C)OC(=O)c2cc3cc([N+](=O)[O-])ccc3oc2=O)cc1 (configuration not stated)	14	x	1	x	x	-8	1	0
53	COc1cccc(CNC(=O)c2n[nH]c3ccccc23)c1	-69	0.0	-6	x	0.7	37	1	3
54	Cc1ccsc1C(=O)N1CCCC(CCC(=O)NCc2ccc(F)c(F)c2)C1 (configuration not stated)	7	0.0	-22	6	3.4	-8	-1	-4
55	C[C@H]1CN([C@@H](C)CO)C(=O)c2cc(C3=CCCCC3)cnc2O[C@H]1CN(C)CC1CCOCC1	-20	0.9	-3	x	-0.2	-4	2	-4
56	O=C(CN1C(=O)c2ccccc2S1(=O)=O)N1CCOCC1	-15	x	-12	x	x	-7	-4	x
57	CCNC(=O)[C@@H]1[C@@H](CO)[C@@H]2Cn3c(cccc3=O)[C@H]1N2CCC(F)(F)F	-4	0.1	-13	x	0.1	-7	4	2

The order is random. About 3% of those tested had a hit in this group.
